Screening data from PubChem.
aDG glyco act: alpha-DG glycosylation activation; 0.22% of 360,000 active; Pro5-aDG cells, alpha-DG glycosylation AlphaScreen (IIH6); 0% Pro5, 100% B10-LARGE cell signal; activation, % at 10 µM;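 active = activation of at least 8% versus controls, or a plate z-score of at least 8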;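 also: Pro5 are CHO cells carrying HIG-tagged alpha-DG that lacks glycosylation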
TLR9-MyD88 block: TLR9-MyD88 interaction inhibition | CHO BLA complementation TLR9-MyD88, CCF4 FRET ratio | inhibition, % at 4.98 µM | 0.21% of 340,000 active;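 active = inhibition above the mean over all tested compounds plus 3 SD, cut at about 21% in these data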;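 also: 0% = DMSO only wells and 100% = clavulanate BLA inhibitor control wells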
ABHD5 PLIN5 PPI: blocks binding of human ABHD5 to perilipin-5 | 0.78% of 360,000 active | inhibition, % at 4 µM | Q00G26+Q8WTS1 | Split G. princeps luciferase complementation, luminescence, 4 h;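 active = inhibition above the mean inhibition across every tested compound plus 3 SD, cut at about 22% in these data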;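 also: 0% = DMSO only wells and the 100% control is not disclosed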
MC4R ag barr: activates human MC4R beta-arrestin recruitment | P32245 | U2OS MC4R beta-arrestin complementation, luminescence; percent of melanotan II response, DMSO zero | activation, % at 8.9 µM | 0.98% of 360,000 active | AID 540308;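 active = activation above a per-plate cutoff, the mean activation of sample wells on that plate plus 3 SD, cut at about 8% in these data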
Exocytosis inh: blocks lytic granule exocytosis | TALL-104 LAMP-1 surface exposure, flow cytometry; cells stimulated with thapsigargin and PMA | inhibition, % at 10 µM | 0.66% of 360,000 active | AID 651702;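 active = inhibition above about 55%, limit read from the data; inconclusive = no clear call, values can overlap the other calls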
ABCB6 inh 2: inhibitors of human ABC transporter ABCB6. K562-ABCB6 porphyrin accumulation, flow cytometry, 1 h; active compounds read low. 0.19% of 360,000 active. fluorescence ratio to DMSO, % at 10 µM;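 active = fluorescence ratio to DMSO below 75%, the collection mean minus 3 SD; inconclusive = too few cells collected in the well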;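 also: signal is porphyrin accumulated inside mitochondria; 100% equals median channel fluorescence of DMSO control wells; lower ratio means ABCB6 inhibition with less porphyrin fluorescence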
MC4R antagonist: human MC4R antagonism in cAMP assay | P32245 | MC4R-expressing cells, MTII-stimulated cAMP, LANCE TR-FRET | inhibition, % at 6.5 µM | 0.48% of 360,000 active | AID 540295;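 active = inhibition above its plate's cutoff, the mean of tested wells on that plate plus 3 SD, cut at about 29% in these data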;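 also: 0% = Melanotan II alone and 100% = Melanotan II plus saturating MCL0020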
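Material: U2OS-MC4R stable cell line | Reagent: Melanotan II challenge after compound preincubation | Doses: One concentration, 6.5 µM nominal | Incubation: 30-min compound preincubation, 1-h Melanotan II challenge, 1-h detection, room temperature | Signal: TR-FRET cAMP assay | Replicates: One well per compound, no replicates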
NOD2 RIPK2 PPI: inhibitors of human NOD2-RIPK2 interaction. inhibition, % at 4.98 µM. 0.38% of 360,000 active. CHO BLA complementation NOD2-RIPK2, CCF4 ratio; in the data active = inhibition above about 21%;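 also: 0% = vehicle only and 100% = reference blocker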
Vif imaging: HIV Vif inhibition; HEK293T cells, Vif self-association by quenched fluorescence, imaging, 24 h; inhibition, % at 7.49 µM; 0.35% of 340,000 active; AID 602346; in the data active = inhibition above about 50%, passing the limit was not always enough; inconclusive = no clear call, values can overlap the other calls; inactive = below about 31%; also: some results filed as inactive read as strong as hits
N-glyco inh: N-linked glycosylation inhibition. AID 588692. D54 ERlucT glycosylation luciferase reporter, 24 h; percent of 100 nM tunicamycin response. 0.23% of 360,000 active. reporter increase, % at 12.5 µM;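 active = mean luciferase reporter signal, scaled so untreated is 0 and the glycosylation-blocking control 100, at or above a set limit in every replicate; inconclusive = mean reaches the limit but not every replicate does; inactive = mean below the limit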;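 also: luciferase carries N-glycosylation sites so blocking glycosylation raises the light; 0% = median of neutral control wells and 100% = median of 100 nM tunicamycin wells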
* = called active by the depositor; ? = inconclusive; nt = not tested or not shown. These rows are one share of the data. The share of hits here may be higher or lower than overall.

SMILES	aDG glyco act	TLR9-MyD88 block	ABHD5 PLIN5 PPI	MC4R ag barr	Exocytosis inh	ABCB6 inh 2	MC4R antagonist	NOD2 RIPK2 PPI	Vif imaging	N-glyco inh
O=[N+]([O-])c1cccc(-c2nc3ccc([N+](=O)[O-])cc3[nH]2)c1	0.4	0	0	-3.4	-1	94	6	3	7	-1
Cc1cc(C)cc(NC(=O)CSc2nnc(CNC(=O)c3ccco3)n2C)c1	0.0	-10	4	-0.4	2	99	4	-13	2	5
O=C(CCCn1c(=S)[nH]c2ccccc2c1=O)NCc1ccco1	-0.1	9	5	-0.7	1	93	1	10	nt	nt
Cc1cccc(N2CCN(C(=O)CN3C(=O)C4CC=CCC4C3=O)CC2)c1C (configuration not stated)	0.7	-2	-5	-0.1	-2	87	-3	6	16	0
COc1ccc(-c2cc(C)no2)cc1S(=O)(=O)Nc1cccc(CN2CCCC2)c1	0.1	-3	11	1.4	2	96	-6	-5	-11	0
Nn1c(COc2ccccc2F)nnc1SCC(=O)NC1CCCC1	-0.2	9	-2	-1.7	0	102	-1	-7	-6	-1
O=C(NCCC(=O)N1CCN(c2ccccc2F)CC1)c1ccco1	0.1	-2	4	-1.2	-4	98	-1	2	-1	0
Cc1sc2ncn(CC(=O)NCCCC(=O)N3CCC(C(N)=O)CC3)c(=O)c2c1C	0.1	5	4	-1.3	-7	101	6	-9	7	2
C#CCN(C[C@H]1[C@H](OC(=O)NCCCCCC)[C@H](OC(=O)NCCCCCC)C[C@H]2C(=O)N(c3ccccc3)C(=O)[C@@H]12)S(=O)(=O)c1ccc(C)cc1	0.1	1	-6	0.8	-3	95	-4	1	-5	1
O=C1C2CCCN2C(=S)N1c1ccc(Cl)cc1 (configuration not stated)	0.0	7	-9	0.7	2	93	3	2	19	2

Structural class: the compounds so far containing an aryl thioether with sulfur outside any ring (2)
SMILES	aDG glyco act	TLR9-MyD88 block	ABHD5 PLIN5 PPI	MC4R ag barr	Exocytosis inh	ABCB6 inh 2	MC4R antagonist	NOD2 RIPK2 PPI	Vif imaging	N-glyco inh
Cc1cc(C)cc(NC(=O)CSc2nnc(CNC(=O)c3ccco3)n2C)c1	0.0	-10	4	-0.4	2	99	4	-13	2	5
Nn1c(COc2ccccc2F)nnc1SCC(=O)NC1CCCC1	-0.2	9	-2	-1.7	0	102	-1	-7	-6	-1

(more compounds)
SMILES	aDG glyco act	TLR9-MyD88 block	ABHD5 PLIN5 PPI	MC4R ag barr	Exocytosis inh	ABCB6 inh 2	MC4R antagonist	NOD2 RIPK2 PPI	Vif imaging	N-glyco inh
CCOc1ccc(OCc2ccc(C(=O)NC(C)C)o2)cc1	0.0	10	-2	-1.0	-1	102	0	-23	4	-3
O=S(=O)(c1ccc(Br)s1)N1CCN(c2ncccn2)CC1	0.1	-8	-2	1.4	-3	88	8	-13	0	-1
CCOC(=O)c1c(C)nc2c(c1-c1ccccc1)C(=O)CC(C)(C)C2	-0.3	-14	3	0.1	2	114	4	-6	-4	3
CCCNC(=O)c1c(C)cc(=O)oc1C	-0.1	9	1	-1.9	0	96	-3	6	-4	4
Cc1oc(-c2ccc(Cl)cc2)cc1C(=O)/C(C#N)=C/Nc1ccccc1	-0.1	6	6	-1.6	-7	99	10	0	10	3
COc1nccc(NCc2ccccc2)c1C#N	-0.1	nt	1	1.4	-2	90	5	-14	-2	0
O=C(c1cccc(S(=O)(=O)N2CCc3ccccc32)c1)N1CCCC(C(F)(F)F)C1 (configuration not stated)	0.0	4	-8	-4.6	8	85	6	20	-7	0
CCOc1ccccc1N(CC(=O)N1CCc2ccccc2C1)S(C)(=O)=O	-0.1	-6	-6	-1.3	7	95	6	1	0	0
O=[N+]([O-])c1ccc(N2CCN(Cc3ccc4c(c3)OCO4)CC2)nc1	0.1	-11	0	-0.2	-3	97	-3	-7	-4	-2
CC(C)C[C@@H](CN1C(=O)C(=O)NC[C@@H]1CC(C)C)NC(=O)Cc1ccccc1	0.0	-1	11	-0.7	1	102	11	2	12	0
Fc1ccc(Nc2nc(Oc3ccccc3F)nc(N3CCCC3)n2)cc1	-0.2	7	-4	-0.1	1	101	10	3	nt	-3
O=C(Nc1ncn[nH]1)C(F)(F)C(F)F	0.0	4	-2	-1.3	0	103	8	-3	15	1
COc1ccc(C(=O)Nc2ccc(OCC(=O)N3CCOCC3)cc2)c(OC)c1OC	-0.2	6	-2	-0.7	0	99	25	-11	4	1
O=C1/C(=C/c2ccccc2)CN(C(=O)CCN2CCOCC2)C/C1=C\c1ccccc1	0.3	7	99*	-0.5	48	109	16	27*	-13	-12
Cc1ccc(NC(=O)c2ccc(-n3cncn3)c([N+](=O)[O-])c2)cc1F	0.8	-6	-4	-2.9	0	94	-6	0	nt	5
Cc1ccccc1SCC(=O)NC1CCOC1=O (configuration not stated)	-0.2	2	0	-3.5	3	101	7	-4	-3	1
COc1ccc(C(C(=O)NC2CCCCC2)N(C(=O)c2sc(C)nc2C)c2ccc(C(C)=O)cc2)cc1 (configuration not stated)	-0.1	-8	-6	0.4	-3	97	12	-3	5	-2
Cc1ccc(NC(=O)CN(C)CC(=O)N(CC(C)C)c2c(N)n(CC(C)C)c(=O)[nH]c2=O)c(C)c1	0.0	-10	1	-0.4	-1	99	-2	-6	-2	0
CC(C)c1ccccc1NC(=S)N1CCN(S(=O)(=O)c2cccs2)CC1	0.1	-4	1	-1.7	2	105	1	6	6	-3
CCOC(=O)CSc1nc2ccccc2n1CC(=O)N(C(C)C)C(C)C	0.2	3	0	-0.4	-2	104	0	-6	3	2
CCOC(=O)Cn1cnc2c(cnn2-c2ccc(OC)cc2)c1=O	0.1	-3	1	-0.9	-7	102	4	-5	-4	0
COc1ccc(NC(=S)Nc2ccccn2)c(OC)c1	0.3	-4	-6	1.2	-3	106	-1	2	11	0
CCOCCCNC(=O)c1c(N)n(-c2ccc(S(N)(=O)=O)cc2)c2nc3ccccc3nc12	0.4	-13	1	0.5	-2	102	10	-13	2	3
O=S1(=O)NC(=NCCc2ccccn2)c2ccccc21	0.6	-6	8	1.0	18	97	-9	3	-2	0
O=C(CCCCn1c(=O)[nH]c2ccccc2c1=O)NC1CCN(Cc2ccccc2)CC1	-0.1	15	2	0.2	-1	94	4	-9	5	1
CCc1ccc(C(O)c2ncc(-c3ccccc3OC)[nH]2)cc1 (configuration not stated)	0.5	nt	-7	0.3	-5	73*	9	1	5	1
COc1ccc(CNc2nc3nc(-c4ccccc4)cc(=O)n3[nH]2)cc1OC	-0.2	-7	0	-1.6	-4	87	-4	5	1	1
Cc1nc(N2CCOCC2)c2c3c(sc2n1)CCC3	0.1	-4	4	-0.3	-1	100	-4	-3	5	-1
COc1ccc(C(=O)Nc2ncc(C)s2)cc1S(=O)(=O)N1CCOCC1	-0.1	0	10	-1.6	0	93	2	4	-3	-2
C=CCN(CC=C)C(=O)CN1C(=O)NC(Cc2c[nH]c3ccccc23)C1=O (configuration not stated)	-0.1	-6	-3	-1.5	-14	96	8	-17	0	-2
Cc1cc(C)nc(N2CCC(C(=O)N3CCN(c4cc(Cl)ccc4C)CC3)CC2)n1	0.4	-4	7	1.2	1	95	8	-5	-12	-3
Cn1c(=O)oc2cc(S(=O)(=O)NCCC(=O)NCc3ccccc3Cl)ccc21	0.0	0	0	0.8	-2	95	6	-10	-3	-1
Cc1ccc(NCC(=O)Nc2ccc(Br)cc2)cc1F	-0.2	7	0	-0.3	-2	101	-5	-9	1	-2
COc1ccc(C(=O)NCC(C)NC(=O)c2ccc(OC)c(OC)c2)cc1OC (configuration not stated)	0.0	-5	-2	-0.5	4	94	-1	-6	?	1
CC(=O)c1ccc(-c2ccc([C@H]3[C@@H]4C=CCC[C@@]4(C)C(=O)N3Cc3ccccc3)c(F)c2)cc1	1.3	-9	-6	2.1	2	91	3	-4	1	-1
CCN1CCSc2ccc(C(=O)NCc3cccc(Br)c3)cc21	0.0	-3	-9	1.5	2	100	14	-5	-1	-4
Cc1ccc(C)c(NC(=S)NNC(=O)c2cc3c(s2)CCC(C)C3)c1 (configuration not stated)	-0.2	11	-2	1.9	1	92	2	-10	8	4
Cc1ccc(OCC(=O)Nc2ccc(C(N)=O)cc2)cc1	-0.1	0	3	-0.3	2	99	16	0	-4	3
COc1ccc(-n2nc(C(=O)NCC(=O)N3CCCCC3)c3ccccc3c2=O)c(OC)c1	0.0	1	-3	-2.0	-9	99	-6	-4	-4	3
Cc1cc(C(=O)N/N=C/c2ccc(-c3cccc(Cl)c3)o2)n[nH]1	0.0	-1	1	6.1	-10	96	2	4	0	2
CN(CC(=O)Nc1ccc(F)cc1)C(=O)COc1ccccc1Cc1ccccc1	1.5	2	-11	-2.4	1	96	3	-5	-18	-1
CC(C)(C)NC(=O)NC(=O)CSc1ncccn1	-0.3	-8	0	-1.8	10	98	2	-10	24	0

Gathered by group: those above containing fluorine
SMILES	aDG glyco act	TLR9-MyD88 block	ABHD5 PLIN5 PPI	MC4R ag barr	Exocytosis inh	ABCB6 inh 2	MC4R antagonist	NOD2 RIPK2 PPI	Vif imaging	N-glyco inh
Nn1c(COc2ccccc2F)nnc1SCC(=O)NC1CCCC1	-0.2	9	-2	-1.7	0	102	-1	-7	-6	-1
O=C(NCCC(=O)N1CCN(c2ccccc2F)CC1)c1ccco1	0.1	-2	4	-1.2	-4	98	-1	2	-1	0
O=C(c1cccc(S(=O)(=O)N2CCc3ccccc32)c1)N1CCCC(C(F)(F)F)C1 (configuration not stated)	0.0	4	-8	-4.6	8	85	6	20	-7	0
Fc1ccc(Nc2nc(Oc3ccccc3F)nc(N3CCCC3)n2)cc1	-0.2	7	-4	-0.1	1	101	10	3	nt	-3
O=C(Nc1ncn[nH]1)C(F)(F)C(F)F	0.0	4	-2	-1.3	0	103	8	-3	15	1
Cc1ccc(NC(=O)c2ccc(-n3cncn3)c([N+](=O)[O-])c2)cc1F	0.8	-6	-4	-2.9	0	94	-6	0	nt	5
Cc1ccc(NCC(=O)Nc2ccc(Br)cc2)cc1F	-0.2	7	0	-0.3	-2	101	-5	-9	1	-2
CC(=O)c1ccc(-c2ccc([C@H]3[C@@H]4C=CCC[C@@]4(C)C(=O)N3Cc3ccccc3)c(F)c2)cc1	1.3	-9	-6	2.1	2	91	3	-4	1	-1
CN(CC(=O)Nc1ccc(F)cc1)C(=O)COc1ccccc1Cc1ccccc1	1.5	2	-11	-2.4	1	96	3	-5	-18	-1
